Source: PubChem
mcGAS inh – blocks mouse cGAS activity; Q8C6L5; recombinant cGAS, Kinase-Glo ATP depletion luminescence; inhibition, % at 12.5 µM; 0.15% of 160,000 active; AID 1259399;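 further: 0% = negative control wells and 100% = reference inhibitor with no enzyme activity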
hcGAS lum – inhibitors of human cGAS. inhibition, % at 12.5 µM. recombinant h-cGAS, ATP depletion, Kinase-Glo luminescence. Q8N884. 0.081% of 290,000 active;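 further: 0% = vehicle reaction and 100% = reaction without DNA for no activity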
Target sequence (Q8N884 whole entry, looked up): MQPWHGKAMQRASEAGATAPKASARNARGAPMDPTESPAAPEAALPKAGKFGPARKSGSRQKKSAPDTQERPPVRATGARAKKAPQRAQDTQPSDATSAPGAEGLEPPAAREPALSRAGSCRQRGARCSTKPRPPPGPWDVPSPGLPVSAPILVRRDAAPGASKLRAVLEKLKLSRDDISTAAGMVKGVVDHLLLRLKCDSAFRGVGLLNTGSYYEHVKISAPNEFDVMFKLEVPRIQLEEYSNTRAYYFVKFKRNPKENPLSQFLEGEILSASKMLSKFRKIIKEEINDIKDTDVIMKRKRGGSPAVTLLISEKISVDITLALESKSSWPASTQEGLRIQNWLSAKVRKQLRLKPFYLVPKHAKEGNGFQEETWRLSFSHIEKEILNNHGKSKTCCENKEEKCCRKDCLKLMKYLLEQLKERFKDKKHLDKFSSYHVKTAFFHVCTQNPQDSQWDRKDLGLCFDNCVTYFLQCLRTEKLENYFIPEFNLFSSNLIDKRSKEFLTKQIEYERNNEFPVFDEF
NPYLR7 ag – mosquito NPYLR7 agonism | HEK293T NPYLR7/Galpha15, GCaMP6s calcium fluorescence | activation, % at 10 µM | 0.15% of 270,000 active; in the data active means activation above about 40%;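 further: 0% = vehicle and 100% = reference agonist at the receptor; some compounds past the cut are filed as inactive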
* = called active by the depositor; / = no result given; & = joins results of further samples. Unless noted, no stated cut-off is given here; in the data, active means inhibition above about 40%; inactive means the rest.

Start of the data: the first 4 records, to show the layout:
mol | mcGAS inh | NPYLR7 ag | hcGAS lum
CN(CCN1C(=O)c2ccccc2C1=O)CC(=O)Nc1cccc(F)c1 | -3 | 10 | -18
CNC(=O)CN(CC1CC1)[C@H]1C[C@H]2CCOC[C@H]2C1 | -8 | 4 | 0
CN(C)CCNC(=O)c1nn(-c2ccccc2F)c(=O)n(Cc2ccccc2F)c1=O | -5 | 12 | -5
COCCCNc1nccc2[nH]c(-c3ccccc3Cl)nc12 | -6 | -6 | -5

All compounds of this part, repeating the preview:
mol | mcGAS inh | NPYLR7 ag | hcGAS lum
CN(CCN1C(=O)c2ccccc2C1=O)CC(=O)Nc1cccc(F)c1 | -3 | 10 | -18
CNC(=O)CN(CC1CC1)[C@H]1C[C@H]2CCOC[C@H]2C1 | -8 | 4 | 0
CN(C)CCNC(=O)c1nn(-c2ccccc2F)c(=O)n(Cc2ccccc2F)c1=O | -5 | 12 | -5
COCCCNc1nccc2[nH]c(-c3ccccc3Cl)nc12 | -6 | -6 | -5
Cc1ccc(NC(=O)CSc2cn(CC(=O)N3CCOCC3)c3ccccc23)cc1Cl | -7 | -10 | -6
C[C@@H](NC(=O)Nc1ccc(Br)cc1Cl)C(=O)N1CCC(C(=O)N2CCOCC2)CC1 | -7 | 32 | -5
Cc1noc(C)c1CCC(=O)N(CC1CCCCC1)C1CC1 | -16 | 13 | -7
O=C(Nc1ccc(N2CCN(C(=O)COc3cccc(Cl)c3)CC2)nc1)c1ccco1 | -4 | 0 | -1
Cc1ccc(-n2c(CNC(=O)CCc3ccccc3)nnc2SCc2ccccc2C)cc1 | -1 | -13 | 2
Cc1ccc(C(=O)Nc2onc3c2CCC3)cc1C | -8 | 17 | -7
COC(=O)COc1ccc(C=C2C(=O)NC(=S)NC2=O)cc1OC | -4 | -10 | -3
CCS(=O)(=O)c1ccc2oc(-c3cccc(OS(=O)(=O)c4cccc(C(F)(F)F)c4)c3)nc2c1 | -3 | 0 | -1
COCC(C)NC(=O)Cn1nc(C(F)(F)F)cc1C (stereo not given) | -7 | 5 | -9
O=C(c1ccco1)N(CCN1CCOCC1)Cc1c(-c2ccccc2)noc1N1CCCCC1 | -6 | 7 | -4
COC(/C=C/CC/C=C/C(=O)O)C(O)C(C)/C=C(\C)C(O)C(C)C(=O)CCCC(CC(N)=O)CC(=O)O (stereo not given) | -4 | 0 | 0
O=C(Nc1nnc(COc2ccc(F)cc2)s1)c1ccco1 | -5 | -2 | -6
CCSc1ccc(NC(=O)c2ccco2)nn1 | / | 7 | -7
CN(C(=O)/C=C/c1ccco1)C1CCN(Cc2ccncc2)CC1 | -12 | 31 | -5
CCOc1coc(C(=O)Nc2cc(Cl)ccc2C)cc1=O | / | 13 | -10
COC(=O)c1sc(=S)n(-c2cc(F)ccc2F)c1N | / | 6 | -12
COc1ccc2cc(-c3c(-c4ccccc4)ncn3CC(O)CO)ccc2c1 (stereo not given) | / | 7 | 0
C=CCn1c(C(=O)NCc2cccc(F)c2)cc2sccc21 | -5 | / | -4
Cc1cccc2c1=C/C(=C\c1csnn1)C=2O | / | 0 | -4
COc1ccc(-c2cnc3ncnn3c2N2CCN(C(=O)NCCc3ccc4c(c3)OCO4)CC2)cc1OC | -6 | 22 | 1
CC(=O)N(CCN(C)C)c1nc2c(C)cc(Cl)cc2s1 | -5 | -1 | -3
Nc1ccc2c(c1)OC1(CCCCC1)O2 | / | 1 | -3
Cc1ccc(S(=O)(=O)NC(C)(C)CSc2nncn2NC(=O)c2ccccc2)cc1 | -7 | -1 | -16
COc1ccccc1CCNC(=O)C(C1CCCC1)N1CCN(C(=O)Nc2cccc(Cl)c2)CC1 (stereo not given) | -6 | -8 | -5
Cc1ccc(CS(=O)(=O)N2CCC(C(=O)NC34CC5CC(CC(C5)C3)C4)CC2)cc1 | -5 | / | -5
O=C(CCc1ncc(-c2ccc(F)cc2F)o1)N1CCN(c2ccccc2F)CC1 | 1 | 7 | 5
Cc1cccc(-n2nc(C(=O)NCc3ccc(F)cc3)c(=O)n(Cc3cccc(Cl)c3)c2=O)c1 | -6 | 16 | -7
CCCC(O)CN(CCCOC)Cc1cccc(C)c1 (stereo not given) | 11 | 27 | -3
CCCCc1nc2ccc(NC(=O)c3c[nH]c(=O)cc3C)cc2[nH]1 | / | 1 | -6
CC(C)=CC(=O)NCC1CCN(C2CCN(CC(C)C)CC2)C1 (stereo not given) | -22 | 1 | -4
CCCCC(NC(C)=O)C(=O)NCCCOc1cccc([N+](=O)[O-])c1 (stereo not given) | -5 | -8 | -6
Cc1nn(-c2ccccc2)c(Oc2ccc(F)cc2F)c1CN(CC(C)C)CC(O)COCc1ccccc1 (stereo not given) | -4 | 5 | -4
CCOc1ccc2cc(C3CC(c4ccco4)=NN3C(=O)C(C)C)c(Cl)nc2c1 (stereo not given) | 0 | -13 | 1
COCCOC(=NCC(C)C)NC(=O)c1ccco1 | -5 | 0 | -9
COc1ccccc1-c1nn(CN(Cc2ccncc2)C2CC2)c(=S)o1 | / | 11 | 15
COc1ccc(-c2[nH]ncc2CN2CCCC(C(=O)c3ccccc3SC)C2)cc1 (stereo not given) | -13 | 7 | 0
COCCn1c(C)c(C)n2c3c(=O)n(Cc4ccc(Cl)cc4)c(=O)n(C)c3nc12 | / | -1 | 1
CC(=O)Nc1ccc(NC(=O)c2cc(=O)c(OCc3ccc(F)cc3)c[nH]2)cc1 | / | -1 | -17
Cc1ncsc1CCC(=O)N1CCc2c([nH]c3ccccc23)C1C1CCCCC1 (stereo not given) | -10 | 17 | -6
Cc1noc(C)c1C(=O)Nc1nc(OCC(F)(F)F)cnc1/C=C\c1ccccc1 | -5 | -36 | 1
Cc1cc2c(cc1C)NC(c1cc(F)ccc1F)C1C(=O)CC(C)(C)CC1=N2 (stereo not given) | -3 | -8 | -4
O=NN1c2ccccc2NC(=O)C1CC(=O)Nc1ccccc1 (stereo not given) | -5 | -4 | -7
CCCNC(=O)CSc1nnc(SCC(=O)NCc2ccco2)s1 | -4 | 17 | -13
Cc1nn(-c2ccc(F)cc2)c2nc(Cc3ccccc3)nc(N3CCCN(C(=O)CCCl)CC3)c12 | -3 | 9 | -3
Cc1csc2nc(CSc3nnc(-c4cc5c(s4)CCC(C)C5)o3)cc(=O)n12 (stereo not given) | -5 | 1 | -5
O=C(NN1C(=O)C2C3C=CC(C4CC34)C2C1=O)c1ccc(Br)cc1 (stereo not given) | -6 | 1 | -5
COc1ccc(/C=C2\Oc3c(ccc4c3CN(CC3CCCO3)CO4)C2=O)cc1 (stereo not given) | -6 | 64* | -1
Cc1oc2cc([N+](=O)[O-])c(O)c([N+](=O)[O-])c2c1C(=O)c1ccccc1 | / | -1 | 2
O=C(Nc1ccc2ccccc2n1)c1ccc(C(F)(F)F)nc1 | / | -1 | -10
O=C(NCCn1ncc2c(=O)n(Cc3ccc([N+](=O)[O-])cc3)cnc21)C1CC1 | -7 | -1 | -2
CC(C)CN(C(=O)COc1ccc2c(c1)OCO2)C1CCS(=O)(=O)C1 (stereo not given) | -8 | 14 | -4
O=C(CCN(Cc1ccccc1)c1nc(Cc2ccccc2)ns1)N1CCN(c2ccccc2Cl)CC1 | -6 | 22 | -5
Cc1oc(C(C)(C)C)cc1C(=O)N1CCN(C(c2ccccc2)c2ccc(Br)cc2)CC1 (stereo not given) | -4 | -2 | -2
COc1ccc(C2c3ccsc3CCN2CC(=O)N2CCN(C(=O)CSc3ccccc3)C(C)C2)cc1 (stereo not given) | -3 | 5 | -3
CCN(CC(=O)NC(C)(C)C)c1nc2ccccc2s1 | / | 0 | -17
CCCc1cc(=O)[nH]c(-n2nc(C)cc2NC(=O)c2ccc(C(F)(F)F)cc2)n1 | -7 | 12 | -3

Going on with the list.
mol | mcGAS inh | NPYLR7 ag | hcGAS lum
CCOC(=O)c1c(C2CC2)csc1N | / | -2 | -8
Cc1ccc(CSc2nccn(-c3ccc(F)c(F)c3)c2=O)cc1 | -8 | 5 | -13
S=C(NNc1ccccc1)NC12CC3CC(CC(C3)C1)C2 | 0 | 7 | -1
CC1(C(=O)NC2CCCCCC2)CCN1C(=O)C/C=C/c1ccccc1 (stereo not given) | -1 | -1 | -1
O=C(CCC1CCCO1)N1CC=C(c2c[nH]c3ccccc23)CC1 (stereo not given) | -9 | 7 | -10
O=C(CC(c1ccccc1)(c1ccccc1)c1ccccc1)N1CCCC1c1nnc2c(C(F)(F)F)cccn12 (stereo not given) | 0 | -23 | -2
C=CCOc1ccc(C=C2N=C(c3cccc(Br)c3)OC2=O)cc1 | / | -2 | -5
COC(=O)c1cc2n(n1)CCCN(C(=O)c1cc(C(C)C)on1)C2 | / | 9 | 0
O=C(c1nn(-c2ccccc2)c(=O)n(Cc2cccc(C(F)(F)F)c2)c1=O)N1CCCC1 | 0 | -9 | 2
O=C(NCCc1cccnc1)c1cn(-c2ccccc2)nn1 | -10 | 2 | -4
CN(CCN1CCOCC1)C(=O)CC1C(=O)NCCN1Cc1ccc(F)cc1Cl (stereo not given) | / | 3 | -8
COC(=O)CCCC(=O)N1CCN(CC(OCc2ccc(C(F)(F)F)cc2)c2ccc(Cl)cc2)CC1 (stereo not given) | -6 | / | -3
CCN1C(=O)NC2C1NC(=O)N2CC (stereo not given) | / | 1 | -8
O=C(CCN(CCCN1CCOCC1)c1nc(-c2cccc(Br)c2)nc2ccccc12)Nc1ccc(F)cc1 | -5 | 0 | -6
Cc1ccc(-n2nc(C(C)(C)C)cc2NC(=O)CN(Cc2ccccc2)C(=O)Nc2ccc(F)c(F)c2)cc1 | 2 | -4 | 1
O=C(Nc1nncs1)c1ccc(N2CCC3(CCCC3)CC2)nc1 | / | 3 | -6
CCc1ccccc1Oc1nc(NC(C)C)nc2ccsc12 | / | 9 | -12
Cc1cnc(SCc2cnc(C)nc2N)nc1 | / | 10 | -6
COc1ccc(CNC(=O)c2cnc3c(-c4c(F)cccc4Cl)cnn3c2C)cc1 | -8 | 11 | -19
Cc1ccc(NC(=O)Nc2c[nH]c3ccccc23)cc1 | -8 | -4 | -3

Compound profiles, as listed above.
Listed for O=C(c1nn(-c2ccccc2)c(=O)n(Cc2cccc(C(F)(F)F)c2)c1=O)N1CCCC1 = mcGAS inh = 0; NPYLR7 ag = -9; hcGAS lum = 2
Listed for S=C(NNc1ccccc1)NC12CC3CC(CC(C3)C1)C2 = mcGAS inh = 0; NPYLR7 ag = 7; hcGAS lum = -1

(list continues)
mol | mcGAS inh | NPYLR7 ag | hcGAS lum
O=C(Nc1ccc2c(c1)CCC2)C1CCN(C(=O)OCC(F)(F)F)CC1 | -7 | 1 | -8
COc1ccccc1-c1cc(C(=O)NC2CCN(Cc3ccccc3)CC2)nc2cc(C(C)(C)C)nn12 | 0 | -12 | 0
Cc1ccc(-c2nc3s/c(=C4\C(=O)N(C)c5ccccc54)c(=O)n3n2)cc1 | -3 | -7 | 1
COc1cc(OC)c(OC)cc1C=C1N=C(c2cc(OC)c(OC)c(OC)c2)OC1=O | / | 3 | -7
CCOc1ccccc1N1C(=O)CSC1c1ccc(NC(=O)c2ccccc2Cl)cc1 (stereo not given) | -8 | / | -9
CCN(C)C(=O)c1ccc(N2CC3CC(C2)c2cccc(=O)n2C3)c(NC(=O)c2cc(OC)ccc2Br)c1 (stereo not given) | / | -5 | -2
CCOc1ccc(S(=O)(=O)N2CCN(c3nc4ccccc4o3)CC2)cc1OCC | / | 1 | -6
O=C(Cn1cc(-c2nnc(-c3ccccc3)o2)c2ccccc21)NCc1ccccc1 | -9 | 2 | -4
CCOc1ccc(-c2nc(-c3ccc[nH]3)cs2)cc1 | / | -6 | 8
CCOC(=O)C1=C(O)/C(=C\c2cc(O)c(OC)c(OC)c2)SC1=Nc1cccc(OC)c1 | 0 | -2 | -3
CN(Cc1csc(Br)c1)c1ncnc2c1cnn2C | -17 | 18 | -10
CC(C)S(=O)(=O)c1oc(-c2cccs2)nc1S(=O)(=O)c1ccc(F)cc1 | / | 4 | -5
CCCN(C)c1ccc(C(=O)Nc2cc(C(=O)OC)cs2)cc1 | / | 1 | 6
CCN(CC(=O)Nc1cc(C(C)(C)C)nn1-c1ccc(F)cc1)C(=O)Nc1cccc(Cl)c1Cl | -4 | 17 | -11
CN(Cc1ccc2c(c1)OCCO2)c1ncnc2cc(-c3ccc(F)cc3)sc12 | / | 8 | -3
CC1=NC(C(F)(F)F)(C(F)(F)F)N=C(N(C)C)O1 | -4 | / | -4
CC1CN(C2CC2)CC1NS(=O)(=O)c1c(Cl)cccc1Cl (stereo not given) | / | -3&2 | -5&-4
O=C1c2ccccc2CS(=O)(=O)c2ccccc21 | / | -3 | -5
Cc1ccc(S(=O)(=O)Nn2nnc(-c3ccccc3)c2C)cc1 | / | -5 | 10
COc1cccc2cc(C(=O)Nc3cc(C(F)(F)F)ccc3Cl)c(=O)oc12 | -4 | -3 | -7
O=C(Nc1cccc(Oc2ccccc2)c1)[C@@H]1O[C@H](CO)[C@@H](O)[C@H]1O | -3 | 5 | -1
CC(=O)N1CCc2cc(C(=O)NC3CC(C)(C)Cc4oc(C)cc43)ccc21 (stereo not given) | / | 4 | -9
Cn1c(SCC(=O)c2c(N)n(C)c(=O)n(C)c2=O)nc2sc3c(c2c1=O)CCCC3 | / | 3 | -10
CC(C)(C)n1nc2c(c1NC(=O)c1ccc(Cl)cc1)CSC2 | -6 | -2 | -5
N#C/C(=C\c1ccc(O)c(O)c1)C(=O)c1ccc(O)c(O)c1 | 15 | 16 | 19
O=C(NC1CCN(c2ccccc2C(=O)NC2CC2)CC1)c1ccccc1F | -3 | 0 | -3
O=C(NCCNC(=O)C1CCN(C(=O)COCc2ccccc2)CC1)c1ccccc1 | -10 | 24 | -6
COCCCNc1oc(-c2ccc(COc3cccc(C)c3)o2)nc1C#N | -9 | 0 | -10
CC1Cc2cc(S(=O)(=O)N3CCC(Nc4ccccc4)C3)cc(Cl)c2O1 (stereo not given) | / | 10 | -9
